Screens (PubChem BioAssay)
14-3-3g Raf: 14-3-3 gamma protein interaction modulation | FP, 14-3-3gamma / TMR-pS259-Raf peptide binding | hit rate 0.19% among 160,000 | P61981 | inhibition, % at 40 µM; in the data active = inhibition above about 30%;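 note: 0% = protein plus tracer without compound and 100% = blank with tracer alone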
Target sequence (P61981 whole entry, looked up): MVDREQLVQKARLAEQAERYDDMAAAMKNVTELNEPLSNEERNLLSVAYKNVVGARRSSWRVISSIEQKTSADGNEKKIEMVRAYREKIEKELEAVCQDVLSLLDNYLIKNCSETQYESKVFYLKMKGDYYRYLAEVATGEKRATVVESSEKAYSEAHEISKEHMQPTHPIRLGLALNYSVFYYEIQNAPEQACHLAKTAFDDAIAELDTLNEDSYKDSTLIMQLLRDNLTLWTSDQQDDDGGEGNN
* marks the source's active call; other numbers are inactive results; & = joins results of further samples.

SMILES | 14-3-3g Raf
CCOc1ccc(C2Oc3ccc4ccccc4c3C=C2[N+](=O)[O-])cc1OCC (stereo not drawn) | -57.2
CCOC(=O)c1c(NC(=O)C23CC4CC(CC(C4)C2)C3)sc(C)c1C | -3.9
O=C(Nc1ccc(NC(=O)c2ccco2)c(Cl)c1)c1cccc(F)c1 | -5.4
Cc1sc(=[N+]2CCCCC2)sc1SCC(=O)O | -4.1
CCOc1ccc(CNc2ccc3c(c2)nc(C)n3C)cc1 | 5.1
O=C(NCc1ccc2c(c1)OCO2)c1ccc(CSCc2cccc(Cl)c2)o1 | -5.4
CCOc1ccc(Nc2cc(C)c(C#N)c3nc4ccccc4n23)cc1 | -19.0
CCOC(=O)c1sc(NC(=O)CSc2nc(=O)cc(N)n2-c2ccccc2)nc1C | -46.7
Cn1c(=O)c2c(nc(N3CCCCCC3)n2CC(O)COc2ccc(Cl)cc2)n(C)c1=O (stereo not drawn) | -3.1&-1.4
Nc1nc(-c2ccc([N+](=O)[O-])cc2)cs1 | -4.5
CC(C)OCCCNC(=O)C1CCC(=O)N1C1CCCCC1 (stereo not drawn) | 1.5
COc1ccc(C2C(C(=O)NCCN3CCOCC3)CCC(=O)N2c2ccc(OC)cc2)cc1 (stereo not drawn) | 0.5
CCOC(=O)C1=C(C)NC(C)=C(C(=O)OCC)C1c1cccs1 | -4.9
COCCNC(=O)c1ccc(CNS(=O)(=O)c2ccc(C)cc2)cc1 | 2.9
CC1(c2ccccc2)NC(=O)N(CCOc2ccccc2)C1=O (stereo not drawn) | -7.9
Cc1cccc(-c2nnc(SCc3cc(=O)[nH]c4ccccc34)n2C)c1 | 3.2
Cc1c(C(=O)OC2CCCCC2)sc2nc[nH]c(=O)c12 | -17.8
CCOC(=O)N1CCN(c2ccc(C(=O)c3ccccc3)cc2F)CC1 | -6.1
O=C(NCCn1ccc2ccccc21)c1ccccc1I | -3.7
O=C1c2ccc(Oc3ccc([N+](=O)[O-])cc3)cc2C(=O)N1c1cc(Cl)ccc1O | -12.3
Cc1cc(COc2ccccc2OCc2cc(C)no2)on1 | -0.3
CCSc1ccccc1C(=O)n1nnc2ccccc21 | 1.8
O=[N+]([O-])c1c(N(CCO)CCO)cc(Cl)c2nonc12 | -7.4
CC1CCCC(C)N1CC(O)COc1ccc(N)cc1 (stereo not drawn) | 3.0
COc1ccc(N2CCC(CNS(=O)(=O)c3cccc(Cl)c3)C2)cc1 (stereo not drawn) | -109.8
CCOC(=O)c1[nH]c(C)c(C(=O)NCCCOC(C)C)c1C | -5.1
O=C(c1noc2c1CCc1ccccc1-2)N1CCCc2ccccc21 | -4.1
C1=CCC(CN2CCN(C3CCCCC3)CC2)CC1 (stereo not drawn) | 0.5
O=C1NC2(CCCCCC2)Cc2ccccc21 | -8.0
Cc1ccccc1-c1nc(CS(=O)CC(=O)NCc2ccccc2)c(C)o1 (stereo not drawn) | -3.1
Cn1nc(C(=O)NC2CCCCCC2)ccc1=O | -8.3
CCCc1nc2sc3c(NCCO)ncnc3c2c2c1COC(C)(C)C2 | -14.4
CCN(CC)CCCC(C)Nc1nc(C)nc2ccccc12 (stereo not drawn) | -1.7
CCCCN1CC(C(=O)NC(C)C)CC1=O (stereo not drawn) | 0.1
Cc1ccc2nc(NC(=O)C3CCN(S(=O)(=O)c4cccs4)CC3)sc2c1 | -5.5&-2.7
CCCOc1ccc(C(=O)Nc2ccc3oc(-c4ccccc4)nc3c2)cc1 | -20.5
CC(C)c1ccc2c(c1)c1c3n2CCNC3CCC1 (stereo not drawn) | -18.3
COc1cc2nc(SCC(=O)Nc3cccc(C)c3)n3nc(C)nc3c2cc1OC | -11.5
CCc1ccc(NC(=O)Cn2c(=O)n(-c3ccc(OC)cc3OC)c(=O)c3ccccc32)cc1 | -8.5
Cc1ccc(C)c(NS(=O)(=O)c2ccc3c(c2)C2C=CCC2C(c2cccc(Cl)c2)N3)c1 (stereo not drawn) | -148.2
Cc1cccc(N(CC(=O)Nc2ccc(CC#N)cc2)S(C)(=O)=O)c1C | 0.4
COc1ccc(C(=O)N2CCN(C3CCCCC3)CC2)c(OC)c1 | -7.4
O=C1CSC(c2ccccn2)N1c1ccc(Oc2ccccc2)cc1 (stereo not drawn) | -7.4
Cc1noc(C)c1S(=O)(=O)N1CCC(C(=O)Nc2nc3c(C)cccc3s2)CC1 | 1.4
c1csc(C2=NN3C(C2)c2ccccc2OC3c2ccsc2)c1 (stereo not drawn) | -4.5
COc1cc(/C=N/n2cnnc2)ccc1OCCOc1ccccc1 | -1.8
Cn1c(=NC(=O)CSCC(=O)N2CCCCC2)sc2ccccc21 | -1.6
COc1ccc(C(=O)Nc2nc(N3C(=O)c4ccccc4C3=O)n(-c3ccccc3)n2)cc1 | -9.5
CS(=O)(=O)N1CCN(c2ccccc2NC(=O)c2cccnc2)CC1 | -4.1
Cc1cccc(NC(=O)c2cc3c(CO)cnc(C)c3oc2=Nc2ccc(Cl)cc2)c1 | 1.2
OCCNCC(O)CN1c2ccccc2Sc2ccccc21 (stereo not drawn) | -9.5
CN(C)c1ccc(C=Cc2nc3cc4c(cc3s2)OCO4)cc1 | -14.5
Cn1c(-c2ccc(CN3CCCCC3)o2)nc2ccccc21 | -8.4
Clc1ccc(-c2nc(-c3cccnc3)no2)cc1 | 0.0
Cc1c(C(=O)NCc2ccc3c(c2)OCO3)sc2nc(-c3ccc(F)cc3)cn12 | -0.1
O=C(Cn1nc(-c2ccccc2)ccc1=O)NCCN1CCN(Cc2ccccc2)CC1 | 3.2&0.3
COc1cc(OC)cc(C(=O)Nc2ccc3nn(-c4ccc(C)cc4)nc3c2)c1 | -8.2
CC(=O)Nc1ccc(S(=O)(=O)NCC2CCC(C(=O)O)CC2)cc1 (stereo not drawn) | -6.6
COc1ccc2oc(=O)c(C(=O)O)cc2c1 | -5.6&0.9
Cc1n[nH]c(=O)nc1NCc1ccc(Cl)cc1 | -6.6
Going on with the list:
SMILES | 14-3-3g Raf
Cc1oc(-c2ccc(Cl)cc2)cc1-c1nn2c(-c3ccoc3C)nnc2s1 | -35.5
CC(NC(=O)C1CCCN(c2nc3ccccc3o2)C1)c1ccccc1 (stereo not drawn) | -1.2
CCCCCn1c(N2CCC(Cc3ccccc3)CC2)nc2c1c(=O)[nH]c(=O)n2C | 6.7
CCN(CC)C(C(=O)Nc1ccc2c(c1)OCO2)c1ccccc1 (stereo not drawn) | -5.1&12.8
CC(C)(CO)NCC(O)Cn1c2ccc(Cl)cc2c2cc(Cl)ccc21 (stereo not drawn) | -9.9
CCCC(=O)NC1=C(C#N)C2(CCCC2)Cc2ccccc21 | 0.8
CCCn1cc(NC(=O)C2CC(c3cccc(Br)c3)=NO2)cn1 (stereo not drawn) | -0.2
O=C(CSc1nnnn1Cc1ccccc1)Nc1ccc2c(c1)OCO2 | -0.9
CC1=C(C(=O)Nc2ccc(Br)cn2)C(c2ccc(Cl)cc2)C2=C(CCCC2=O)N1 (stereo not drawn) | -0.5
CN(C)/C=N/c1cnc(C(=O)c2ccc(Cl)cc2)n1C | -9.4
NC(=O)COc1ccc2c3c(c(=O)oc2c1)CCCCC3 | -3.3
Cc1c(C2CC(=O)N(c3ccccc3)C2=O)[nH]n(-c2ccccc2)c1=O (stereo not drawn) | -9.6
CCCNc1c(N)cc(C(F)(F)F)cc1[N+](=O)[O-] | -6.8
CC1=NS(=O)(=O)c2cc(Cl)ccc2N1 | -8.9&-5.4
CCCNC(=O)c1ccc2c(c1)NC(=O)c1ccccc1S2 | 1.3
Cc1ccc(NC(=O)CSc2nc3nc(C)c(Cc4ccccc4F)c(C)n3n2)cc1 | -30.2
C=CCn1c(O)c(C(CC)=NCc2cccnc2)c(=O)[nH]c1=O | -5.0
CC12CN3CC(C)(CN(C1)C(=O)c1ccccc1C3=O)C2=O | -1.0
CCCCCOC(=O)C1=C(C)NC(=O)NC1c1ccc(OC)c(Br)c1 (stereo not drawn) | -0.7
Cc1ccc(CNC(=O)c2ccc3c(=O)n(CCC4=CCCCC4)c(=S)[nH]c3c2)cc1 | -3.8
O=C(O)CCc1ccc(-c2ccccc2)n1-c1cccc(C(F)(F)F)c1 | -5.5
COc1ccc(C(=O)N2CC(=O)Nc3ccc(Cl)cc3C2c2ccccc2)cc1 (stereo not drawn) | -3.8
CCOC(=O)Cc1csc(NC(=O)c2csc3c2CCCC3)n1 | -12.9
COc1ccc(C2CC(=O)C3=C(C2)Nc2ccccc2N(C(C)=O)C3c2ccc(OC)c(OC)c2)cc1 (stereo not drawn) | -9.8

Given as tab-separated lines: entries from further up
mol	14-3-3g Raf
CC12CN3CC(C)(CN(C1)C(=O)c1ccccc1C3=O)C2=O	-1.0
CCCCCOC(=O)C1=C(C)NC(=O)NC1c1ccc(OC)c(Br)c1 (stereo not drawn)	-0.7

Next results follow.
SMILES | 14-3-3g Raf
O=C(CNS(=O)(=O)c1cccc2nonc12)NCCc1ccccc1 | -1.3
CCC(=O)Nc1c(C)n[nH]c1C | -16.0
CN(C)Cc1nc2c(c(=O)[nH]1)C1(CCCCC1)Cc1ccccc1-2 | 7.1
NC(=O)c1cccc2c1NC(C(=O)O)C1CC=CC21 (stereo not drawn) | -80.6
Cc1ccc2nc(-c3ccc(C)o3)c(NC3CCCC3)n2c1 | -5.7
COc1ccc(OC)c(C2C(C(=O)Nc3ccc(C)cn3)=C(C)NC3=C2C(=O)CC(C)(C)C3)c1 (stereo not drawn) | 4.0
Cc1cc(=O)oc(C)c1C(=O)n1nc(C)c2c1C[C@@H]1[C@H]2C1(C)C | 3.6
CCOc1cccc(C(=O)Nc2ccccc2N2CCN(C(=O)C(C)C)CC2)c1 | -3.2
O=C(CSc1nc2ccc(NC(=O)c3ccc(Br)cc3)cc2s1)NCC1CCCO1 (stereo not drawn) | -17.0
Cc1ccc(CSCCNS(=O)(=O)c2ccc3c(c2)OCCO3)cc1 | 1.2
CNC(=O)c1nnn(Cc2ccccc2)c1NC(=O)C(F)(F)F | -5.0
C=CCn1c(-c2ccc(OC)cc2)csc1=Nc1ccc(OCC)cc1 | 3.2
CC12CC(NC(=O)N1c1ccc(C(=O)NCc3ccccn3)cc1)c1ccccc1O2 (stereo not drawn) | -6.6
CC(=O)Nc1cc(C(=O)NCC2CCCO2)ccc1Sc1ccc(C)cc1 (stereo not drawn) | 2.6
CCOc1ccc(-n2c(-c3ccc(OC)cc3)c[n+]3c2CCCCC3)cc1 | -8.2
O=C(NCc1ccccc1)C(=O)NCc1cccnc1 | -5.6
Cc1c(NC(=O)CCC(=O)N2CCCCC2)c(=O)n(-c2ccccc2)n1C | -2.5
Cc1ccc(Cn2nnnc2CN2CCC(O)(c3ccccc3F)CC2)cc1 | -1.6
Cn1c(=O)[nH]c(=O)c2c1nc(N1CCCCC1)n2CCCSc1nc2ccccc2s1 | 2.6
COc1ccccc1C(=O)NC(C)C(c1cccs1)N1CCN(C)CC1 (stereo not drawn) | -2.3
COc1ccc(-n2nc(C(=O)Nc3ccc(C)cc3Br)c3c4ccccc4n(C)c3c2=O)cc1 | -5.4
CC(Oc1ccc(Cl)cc1Cl)C(=O)N(Cc1ccco1)C1CCS(=O)(=O)C1 (stereo not drawn) | -6.1
Cn1c(SCC(=O)Nc2ccc(N3CCOCC3)c(Cl)c2)nnc1C(O)c1ccccc1 (stereo not drawn) | -2.1
C=CCC1Cc2ccccc2C(C)N1 (stereo not drawn) | -0.9
Cc1noc(C)c1C(=O)N1CCN(C(=O)c2sc3cc(Cl)ccc3c2Cl)CC1 | 13.9
O=C(NCc1ccccc1)c1ccc(COCC(F)(F)F)o1 | -11.2
CCN(CC)c1ccc2cc(C(N)=O)c(=Nc3ccc(OC(F)(F)F)cc3)oc2c1 | -12.5
O=C1NC(c2cccc(Oc3ccccc3)c2)C(C(=O)c2ccc(F)cc2)C(O)(C(F)(F)F)N1 (stereo not drawn) | 2.7
CCOC(=O)c1ccccc1NC(=O)Cn1cnc2c(oc3ccccc32)c1=O | -7.2
CCOc1ccc(NC(=O)c2ccc(N3CC4CC(C3)c3cccc(=O)n3C4)c(NC(=O)c3cccc(C(F)(F)F)c3)c2)cc1 (stereo not drawn) | -3.1
Cc1cc(=O)oc2cc(OCc3ccccc3F)c(Cl)cc12 | 15.5
COc1cc(OC)c(OC)cc1CN1CCCC(C(=O)N2CCCCCC2)C1 (stereo not drawn) | -17.2
O=S(=O)(c1ccc(Cl)cc1)N1CCN(CC(O)Cn2c3ccc(Cl)cc3c3cc(Cl)ccc32)CC1 (stereo not drawn) | -3.8
O=C(CCCn1c(=S)[nH]c2cc3c(cc2c1=O)OCO3)NCCCN1CCCC1 | -14.6
COc1ccc(C(=O)N2CCCC(c3ccccc3)C2)cc1 (stereo not drawn) | -0.1&-9.6
CSc1ccc(CNc2ccccn2)cc1 | -1.1

Entries from the list above that have fluorine:
SMILES | 14-3-3g Raf
O=C(Nc1ccc(NC(=O)c2ccco2)c(Cl)c1)c1cccc(F)c1 | -5.4
CCOC(=O)N1CCN(c2ccc(C(=O)c3ccccc3)cc2F)CC1 | -6.1
Cc1c(C(=O)NCc2ccc3c(c2)OCO3)sc2nc(-c3ccc(F)cc3)cn12 | -0.1
CCCNc1c(N)cc(C(F)(F)F)cc1[N+](=O)[O-] | -6.8
Cc1ccc(NC(=O)CSc2nc3nc(C)c(Cc4ccccc4F)c(C)n3n2)cc1 | -30.2
O=C(O)CCc1ccc(-c2ccccc2)n1-c1cccc(C(F)(F)F)c1 | -5.5
CNC(=O)c1nnn(Cc2ccccc2)c1NC(=O)C(F)(F)F | -5.0
Cc1ccc(Cn2nnnc2CN2CCC(O)(c3ccccc3F)CC2)cc1 | -1.6
O=C(NCc1ccccc1)c1ccc(COCC(F)(F)F)o1 | -11.2
CCN(CC)c1ccc2cc(C(N)=O)c(=Nc3ccc(OC(F)(F)F)cc3)oc2c1 | -12.5
O=C1NC(c2cccc(Oc3ccccc3)c2)C(C(=O)c2ccc(F)cc2)C(O)(C(F)(F)F)N1 (stereo not drawn) | 2.7
CCOc1ccc(NC(=O)c2ccc(N3CC4CC(C3)c3cccc(=O)n3C4)c(NC(=O)c3cccc(C(F)(F)F)c3)c2)cc1 (stereo not drawn) | -3.1
Cc1cc(=O)oc2cc(OCc3ccccc3F)c(Cl)cc12 | 15.5

Some of the compounds tested; the hit share may differ from the screen's.
